# Screening results deposited in PubChem by National Center for Advancing Translational Sciences (NCATS).
# DT40 TDP1 CPT = qHTS for Inhibitors of human tyrosyl-DNA phosphodiesterase 1 (TDP1): qHTS in cells in presence of CPT. chicken DT40 Tdp1-/-;hTDP1 cells + 20 nM CPT, ATP luminescence, 48 h. Potency, µM (highest dose often 46.2 µM), without a hit: top-dose activity change, negative = growth inhibition, hits mostly inhibitors. hit rate 12% among 420,000. AID 686979, 2013; further: nearly all actives have a fitted effect of over 55% in size
#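 Cell growth measured by CellTiter-Glo luminescence after a minimum 48 h, 37 C compound exposure with 20 nM CPT in Tdp1-knockout DT40 cells stably expressing hTDP1, seeded 400/well; qHTS titration format.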
# TDP1 inh = qHTS Assay for Inhibitors of Tyrosyl-DNA Phosphodiesterase (TDP1); Tyrosyl-DNA phosphodiesterase 1 (Homo sapiens), Q9NUW8; recombinant TDP1, AlphaScreen DNA substrate cleavage; Potency, µM (top dose mostly 130 µM), for inactives: at the top dose activity change, negative = inhibition, hits mostly inhibitors; hit rate 0.28% among 350,000; AID 485290, 2010; further: nearly all actives have a fitted effect of over 40% in size
# Target sequence (Q9NUW8 whole entry, looked up): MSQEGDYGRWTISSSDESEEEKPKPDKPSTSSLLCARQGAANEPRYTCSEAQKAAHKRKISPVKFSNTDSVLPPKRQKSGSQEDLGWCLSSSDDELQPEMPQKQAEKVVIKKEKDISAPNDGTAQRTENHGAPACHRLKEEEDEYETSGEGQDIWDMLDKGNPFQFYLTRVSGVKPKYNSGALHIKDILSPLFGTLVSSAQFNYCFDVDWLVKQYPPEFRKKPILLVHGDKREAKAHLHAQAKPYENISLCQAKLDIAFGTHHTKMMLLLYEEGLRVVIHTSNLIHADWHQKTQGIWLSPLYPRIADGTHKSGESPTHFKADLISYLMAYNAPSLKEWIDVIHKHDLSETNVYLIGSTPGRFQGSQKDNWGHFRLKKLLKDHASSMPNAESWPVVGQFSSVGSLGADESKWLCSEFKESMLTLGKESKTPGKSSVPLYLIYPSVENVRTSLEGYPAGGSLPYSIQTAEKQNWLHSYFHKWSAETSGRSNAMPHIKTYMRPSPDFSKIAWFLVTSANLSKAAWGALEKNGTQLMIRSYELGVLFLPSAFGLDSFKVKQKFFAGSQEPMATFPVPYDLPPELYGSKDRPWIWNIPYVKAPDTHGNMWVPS
#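 Steps: enzyme plus compound, 15 min RT; add biotin/phosphotyrosine-FITC oligonucleotide (15 nM final), react 5 min; add donor/acceptor beads (10 ug/ml final), 10 min; read AlphaScreen. Tdp1 at 1 nM final.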
# DT40 TDP1 no CPT = qHTS for Inhibitors of human tyrosyl-DNA phosphodiesterase 1 (TDP1): qHTS in cells in absence of CPT; AID 686978, 2013; hit rate 15% among 420,000; Potency, µM (doses to about 46.2 µM), without a hit: at the top dose activity change, negative = growth inhibition, most hits filed as inhibitors; DT40 Tdp1-/- hTDP1 cells, no CPT, ATP luminescence, 48 h; further: nearly all actives have a fitted effect of over 55% in size
#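 Chicken DT40 Tdp1-/- cells stably complemented with human TDP1 were seeded at 400 cells/well with DMSO in place of 20 nM camptothecin. After compound pinning, cells grew at least 48 hr at 37 °C; viability read by CellTiter-Glo luminescence.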
# Active calls of the source: *; ? = inconclusive; . = no result given; ! = a repeat was not active; [ ] = another dose, or the depositor's remark. The call rests on the fitted dose curve; in most records, active means well fitted curve in the direction sought with a large enough effect; inconclusive means small, poorly fitted or top-dose-only effect, or another doubt; inactive means no such curve, though single readings can be large; an effect the other way counts as inactive or inconclusive. On the % scale 0 is the no-effect control and ±100 the full control effect; potency means the concentration at half of the fitted maximal effect.
# Each structure is followed by: DT40 TDP1 CPT | TDP1 inh | DT40 TDP1 no CPT
CC(=O)Nc1ccc(NC(=O)c2ccc(NS(=O)(=O)c3cccc4cccnc34)cc2)cc1
    0% | . | -14%
COc1ccc([N+](=O)[O-])cc1NC(=O)c1ccc(C)o1
    9% | 8% | 3%
CCCCc1ccc(NC(=O)CSc2nc3ccccc3nc2N2CCCCC2)cc1
    -7% | 2% | ?
Cc1ccsc1C(=O)Nc1nnc(-c2ccco2)o1
    ? | 5% | -109%
O=C(NC1CCCCC1)C(c1ccccc1)N(Cc1cccnc1)C(=O)c1csnn1 (stereo not given)
    4% | 0% | 4%
Cc1ccc(NC(=O)CS(=O)CC(=O)N(CC(=O)NC2CCCC2)c2cccc(C)c2C)cc1 (stereo not given)
    -20% | 2% | -13%
CCOC(=O)N1CCN(C(=O)c2ccc(OCC)c(OCC)c2)CC1
    -15% | 4% | -30%
O=S1(=O)CCN(Cc2ccc(Cl)c(Cl)c2)CC1
    -23% | -4% | -9%
Cc1ccc(S(=O)(=O)Nc2ccc(S(=O)(=O)NCC3CCCO3)cc2)cc1 (stereo not given)
    10% | 13% | 7%
COC(=O)c1ccc(CNC(=O)c2ccc(NS(=O)(=O)c3ccc4[nH]c(=O)[nH]c4c3)cc2)cc1
    7% | . | 0%
Nc1ccc(C(=O)N/N=C/c2cccc(Oc3ccccc3)c2)cc1
    0% | 7% | 13%
Cc1cccc(C)c1OCC(=O)NNC(=O)c1ccoc1C
    -10% | 5% | -1%
CCc1ccc(NC(=O)CCc2c(C)n(C)c3cc(-c4ccccc4C)nn3c2=O)cc1
    -29% | 7% | -28%
O=C1C2C3C=CC(C3=C3CCCCC3)C2C(=O)N1Cc1ccccc1 (stereo not given)
    ? | -1% | ?
COc1ccc(C(=O)N2CCN(S(=O)(=O)c3ccc4c(c3)OCCO4)CC2)cc1
    ? | . | ?

# Only DT40 TDP1 no CPT and DT40 TDP1 CPT, for some of the entries so far:
mol,DT40 TDP1 no CPT,DT40 TDP1 CPT
O=C(NC1CCCCC1)C(c1ccccc1)N(Cc1cccnc1)C(=O)c1csnn1 (stereo not given),4%,4%
Cc1ccc(NC(=O)CS(=O)CC(=O)N(CC(=O)NC2CCCC2)c2cccc(C)c2C)cc1 (stereo not given),-13%,-20%
CCOC(=O)N1CCN(C(=O)c2ccc(OCC)c(OCC)c2)CC1,-30%,-15%
O=S1(=O)CCN(Cc2ccc(Cl)c(Cl)c2)CC1,-9%,-23%
Cc1ccc(S(=O)(=O)Nc2ccc(S(=O)(=O)NCC3CCCO3)cc2)cc1 (stereo not given),7%,10%

# The results go on.
# Each structure is followed by: DT40 TDP1 CPT | TDP1 inh | DT40 TDP1 no CPT
c1ccc(CCc2cc3ccccc3[nH]2)cc1
    -3% | -4% | ?
Cc1ccc([N+](=O)[O-])cc1NC(=O)c1ccc2c(c1)OCO2
    11% | 1% | 3%
Cc1ccc(CC(NC(=O)c2ccccc2)C(=O)NC(Cc2ccccc2)C(=O)O)cc1 (stereo not given)
    -10% | -2% | -10%
COc1ccc(CN2CC[C@@H](N3CCOCC3)[C@H](O)C2)cc1F
    20% | . | -4%
COc1ccc([C@H]2CC(=O)C=C(c3ccc(C)c4ccccc34)C2)cc1
    ? | 1% | -19%
CC(O)(c1ccccc1)c1nc(-c2cc3ccccc3o2)cs1 (stereo not given)
    23µM* | . | 13µM*
O=C(O)c1cc(=O)c2c3nc4ccccc4oc-3cc(=O)c2[nH]1
    25µM* | . | 11µM*!
CCOC(=O)C(/C=C(\C#N)C(=O)OCC)=C(/N)N1CCN(c2ccc(Cl)cc2)CC1
    -15% | 2% | 16µM*
O=C(CSc1cn(CCNC(=O)c2ccccc2)c2ccccc12)NCC1CCCO1 (stereo not given)
    -26% | 5%[56.1 µM] | -4%
C=CCn1c(Cc2ccc(OC)cc2)nnc1SCC(=O)NCCc1ccccc1
    -13% | -2% | -7%
CC1(C)CC(=O)CC(C)(C)N1OC(=O)c1ccco1
    3% | 0% | -8%
CN1CCN(S(=O)(=O)c2cc([N+](=O)[O-])ccc2N/N=C/c2ccc(Cl)cc2)CC1
    0% | 5% | -17%
CN(Cc1ccc2nonc2c1)Cc1nc(Cc2cccc(F)c2)no1
    -5% | 3% | 1%
CCn1nc(C)cc1C(=O)N1CCCC(C(=O)c2ccc(OC)cc2C)C1 (stereo not given)
    23µM* | 2% | 9.2µM*
Cc1c(C(=O)Nc2cccc(Cl)c2)oc2ccc(S(=O)(=O)N(C)C3CCCCC3)cc12
    ? | 8% | 21µM*

# (more compounds)
# Each structure is followed by: DT40 TDP1 CPT | TDP1 inh | DT40 TDP1 no CPT
CC1(c2cccc(Br)c2)NC(=O)N(CC(=O)Nc2ccc3c(c2)OCO3)C1=O (stereo not given)
    -16% | 3% | -26%
COCCN1Cc2cccc(C(=O)NC(C)CCc3ccco3)c2C1=O (stereo not given)
    0% | -3% | -4%
CC(=O)Nc1sc2c(c1C(c1ccc(Cl)cc1)N1CCOCC1)CCCC2 (stereo not given)
    ? | 11% | ?
Cc1cc(SCC(=O)OCC(=O)N(C)c2ccccc2)nc2ccccc12
    -14% | . | -17%
CC1CC(C)CN(S(=O)(=O)c2ccc3c(c2)NC(=O)C(C)C(=O)N3)C1 (stereo not given)
    -21% | . | -19%
CC(=O)Oc1ccc2cc(-c3cccnc3)c(=O)oc2c1
    12% | . | 9%
Nc1nnnn1/N=C/c1ccccc1OCc1ccccc1
    -7% | -13% | -17%
N#CCCN(CCC#N)C(=S)NC1CC2C=CC1C2 (stereo not given)
    -12% | 4% | -13%
N#CCCN1CCN(C(=S)c2ccc(-c3ccc(Cl)cc3)o2)CC1
    ? | 5% | ?
C[C@H](CO)N1C[C@H](C)[C@@H](CN(C)C(=O)Nc2ccccc2)Oc2ccc(NS(=O)(=O)c3cn(C)cn3)cc2C1=O
    -19% | 0% | -2%
CCN1C(=O)/C(=c2\o/c(=C3\C=Cc4ccccc4N3CC)c(=O)n2CC)SC1=S
    -25% | 6% | -28%
COc1ccc(N(CC(=O)NC(C)(C)C)C(=O)CCC(=O)Nc2nccs2)cc1
    -2% | . | -1%
OC[C@@H]1CN(Cc2ccc3c(c2)OCO3)C[C@H](n2cnc3c(N4CCOCC4)ncnc32)O1
    -15% | . | -7%
CC1(C)CC(=O)C=C(c2n[nH]nc2-c2ccc(F)c(F)c2)C1
    -13% | . | -27%
CCc1ccc([C@H]2C(C(=O)O)=C[C@@H](CC)N2S(=O)(=O)c2ccc(C)cc2)cc1
    -17% | 2% | ?

# Other results
# Each structure is followed by: DT40 TDP1 CPT | TDP1 inh | DT40 TDP1 no CPT
COc1ccccc1C(=O)Nc1ccc2c(c1)nc(CN1CCN(C(C)=O)CC1)n2C
    1% | 7% | -18%
CN(C)S(=O)(=O)c1ccc(Cl)c(NC(=O)CN2CCCCCC2)c1
    8% | 2% | ?
COc1ccc(-c2nc3c4ccccc4n(CC(=O)N4CCN(c5ccccc5OC)CC4)c(=O)n3n2)cc1
    ? | 8% | -19%
CSc1ccc(CNC(=O)c2cc3c(=O)n(Cc4ccco4)ccc3nc2C)cc1
    29µM* | 8% | 23µM*
COc1cc(=O)n2c(c1C(=O)NCc1ccco1)CCN(Cc1ccccc1)CC2
    14%[9.04 µM] | . | -17%
CCCCC(=NCCO)C1=C(O)C(C(=O)OC)C(C)(C)CC1=O (stereo not given)
    ? | -4% | ?
Cc1ccc(C)c(NC(=O)C2C3C=CC(O3)C2C(=O)O)c1 (stereo not given)
    4% | 4% | 4%
Cc1nn(Cc2c(Cl)cccc2Cl)c(C)c1NC(=O)CCCn1nc(C)c([N+](=O)[O-])c1C
    3% | 1% | -28%
CSCCC(NS(=O)(=O)c1ccccc1F)C(=O)Nc1ccncc1 (stereo not given)
    4% | 0% | 1%
Cc1cccc(C(=O)N2CCc3ccccc3C2)c1[N+](=O)[O-]
    ? | -1% | ?
Cc1ccc(CCN2CC(C(=O)NCCCN(C)Cc3ccccc3)CC2=O)cc1 (stereo not given)
    -5% | 3% | -17%
CC1(C)CC(=O)C2=C(C1)NC(=O)CC2c1ccccc1F (stereo not given)
    -13% | 4% | -16%
Cc1cccn2c(Nc3ccccc3)c(-c3cccs3)nc12
    ? | 8% | ?
Cc1ccc(-c2nn(-c3ccccc3)cc2C(=O)NCCCN2CCCC2=O)cc1
    ? | -6% | ?
O=C1C(Br)=C(c2ccccc2)C(c2ccccc2)=C1c1ccccc1
    0.58µM* | . | 0.92µM*

# 5 compounds out of the list, sorted by SMILES length, smallest number first:
# Each structure is followed by: DT40 TDP1 CPT | TDP1 inh | DT40 TDP1 no CPT
COc1ccc([N+](=O)[O-])cc1NC(=O)c1ccc(C)o1
    9% | 8% | 3%
O=C1C(Br)=C(c2ccccc2)C(c2ccccc2)=C1c1ccccc1
    0.58µM* | . | 0.92µM*
CC1(C)CC(=O)C=C(c2n[nH]nc2-c2ccc(F)c(F)c2)C1
    -13% | . | -27%
Cc1c(C(=O)Nc2cccc(Cl)c2)oc2ccc(S(=O)(=O)N(C)C3CCCCC3)cc12
    ? | 8% | 21µM*
Cc1nn(Cc2c(Cl)cccc2Cl)c(C)c1NC(=O)CCCn1nc(C)c([N+](=O)[O-])c1C
    3% | 1% | -28%

# (further entries)
# Each structure is followed by: DT40 TDP1 CPT | TDP1 inh | DT40 TDP1 no CPT
COc1ccc(/C=C/c2nnc(NC(=O)COc3ccccc3)s2)cc1
    0% | . | -13%
COc1ccc(CCn2c(=N)c(C(=O)NCc3ccco3)cc3c(=O)n4ccccc4nc32)cc1
    ? | -8% | 23µM*
CCOc1cc(-c2nnc(SCC(=O)NCc3ccc(C)cc3)nc2-c2ccc(OC)c(OCC)c2)ccc1OC
    ? | 0% | ?
Cc1ccc(/C=N/NC(=O)Cn2cnc3ccccc32)cc1
    ? | 2% | ?
COc1ccc(N(CN2C(=O)c3ccccc3C2=O)C(=O)COc2ccc(Cl)cc2Cl)cc1
    27% | 3% | -13%
CCCCc1ccc(NC(=S)NCC2CCCO2)cc1 (stereo not given)
    -25% | -3% | ?
CC(=O)NC1CCC(=O)C=C1c1ccccc1 (stereo not given)
    -2% | . | -17%
O=C(O)c1ccccc1-c1ccccc1C(=O)NCCc1ccccc1
    14% | 4% | -4%
COCCN(C)C(=O)c1cnn(-c2nccc(-c3cc(OC)ccc3OC)n2)c1C
    0%[9.04 µM] | . | -17%
Cn1c(SCC(=O)c2ccccc2)nnc1-c1cnccn1
    2% | . | -13%
CCOc1ccccc1C(=O)Nc1cc2c(cc1N1CCOCC1)n(C)c(=O)n2C
    15µM* | 5% | 16µM*
O=C1OC(c2cccc([N+](=O)[O-])c2)C2(CCCC2)C(=O)C12CCCCC2 (stereo not given)
    23µM* | 3% | ?
Cn1c(CN2CCCC2)nc2cc(NC(=O)COc3ccccc3)ccc21
    -3% | 7% | -11%
CC(C)C(=O)Nc1ncc(Cc2ccc(Cl)cc2)s1
    ? | 0% | ?
CNC(=O)c1ccc(NC(=O)c2cccc(C(F)(F)F)c2)cc1
    12% | 10% | -13%

# Next section:
# Each structure is followed by: DT40 TDP1 CPT | TDP1 inh | DT40 TDP1 no CPT
Cc1nnc2ccc(N3CCN(c4cccc(C(F)(F)F)c4)CC3)nn12
    26µM* | 0% | 16µM*
N#CCC(=O)Nc1ccc(C(=O)OCC(=O)c2c[nH]c3ccccc23)cc1
    -2% | -7% | -15%
CN(C(=O)COc1ccc(C(C)(C)C)cc1)C1CCS(=O)(=O)C1 (stereo not given)
    -23% | -6% | -19%
COc1ccc(C[C@@H]2CN3C(=NC[C@@H]3Cc3ccc(O)cc3)N2C[C@H](C)NC(=O)CCC2CCCCC2)cc1
    5.8µM* | . | 5.2µM*
COc1cccc(Cn2cnc(-c3ccccc3OC)c2-c2cc(C)cc(C)c2)c1
    ? | . | ?
COc1ccc(CCN2C(=O)CC(C(N)=O)SC2=Nc2ccccc2)cc1 (stereo not given)
    -15% | . | -23%
COC(=O)c1cc(C(=O)OCC(=O)N2c3ccccc3NC(=O)C2(C)C)cc([N+](=O)[O-])c1
    2% | 3% | -7%
O=C(NNC(=S)NC(=O)c1ccc(F)cc1)c1ccncc1
    18µM* | 4% | 23µM*
COCCn1c(SCC(=O)NCc2ccco2)nnc1C(C)C
    -18% | 3% | -4%

# As entered above.
# DT40 TDP1 CPT with COCCn1c(SCC(=O)NCc2ccco2)nnc1C(C)C : -18%
# DT40 TDP1 CPT with N#CCC(=O)Nc1ccc(C(=O)OCC(=O)c2c[nH]c3ccccc23)cc1 : -2%
# DT40 TDP1 no CPT with COC(=O)c1cc(C(=O)OCC(=O)N2c3ccccc3NC(=O)C2(C)C)cc([N+](=O)[O-])c1 : -7%
